MITF primary: MITF inhibitors, primary screen, biochemical, AlphaScreen, human | Microphthalmia-associated transcription factor (Homo sapiens), O75030 | AlphaScreen MITF homodimerization, bead proximity signal | inhibition, % at 2.6 µM | hit rate 0.91% among 650,000 | AID 1259374, 2018; in the data active means inhibition above about 50%;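 further: 0% = vehicle wells with protein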
GPR151 ag: activators of human GPR151, primary screen, cell-based, PathHunter beta-arrestin, luminescence; hit rate 1% among 650,000; PathHunter beta-arrestin GPR151 cells; activation, % at 11.2 µM; in the data active means activation above about 4.9%;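 further: 0% = median of compound wells and 100% = cells with positive control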
FBW7 activator: FBW7 E3 ligase activators, primary screen, biochemical, AlphaScreen, human | AlphaScreen FBW7–phospho-cyclin E peptide binding, activator screen | normalized activity (activation), % at 26.1 µM | hit rate 0.13% among 650,000; in the data active means normalized activity above about 1.9%;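 further: purified mutant Fbw7 with reduced substrate affinity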
Target sequence (Q969H0 whole entry, looked up): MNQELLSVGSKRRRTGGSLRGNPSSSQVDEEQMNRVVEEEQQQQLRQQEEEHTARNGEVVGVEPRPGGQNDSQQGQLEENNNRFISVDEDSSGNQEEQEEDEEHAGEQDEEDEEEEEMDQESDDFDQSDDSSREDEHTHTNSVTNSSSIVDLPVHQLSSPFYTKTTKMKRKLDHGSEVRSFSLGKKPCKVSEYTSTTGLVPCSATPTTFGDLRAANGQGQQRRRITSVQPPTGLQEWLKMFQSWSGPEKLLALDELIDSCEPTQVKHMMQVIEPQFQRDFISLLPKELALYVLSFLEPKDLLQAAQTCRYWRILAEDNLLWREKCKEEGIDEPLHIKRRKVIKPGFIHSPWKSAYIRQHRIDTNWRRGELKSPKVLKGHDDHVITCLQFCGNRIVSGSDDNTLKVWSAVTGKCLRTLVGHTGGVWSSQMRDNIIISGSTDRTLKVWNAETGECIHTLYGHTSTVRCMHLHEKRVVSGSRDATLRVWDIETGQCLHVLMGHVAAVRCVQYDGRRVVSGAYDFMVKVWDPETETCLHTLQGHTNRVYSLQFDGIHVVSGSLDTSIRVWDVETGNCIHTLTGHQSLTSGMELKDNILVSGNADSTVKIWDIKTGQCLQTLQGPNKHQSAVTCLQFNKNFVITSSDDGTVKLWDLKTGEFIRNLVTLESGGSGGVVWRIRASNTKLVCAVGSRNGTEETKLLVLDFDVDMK
TEAD-YAP inh: TEAD-YAP interaction inhibition, primary screen, TEAD-YAP interaction inhibitor project, luminescence, HEK-TIYL cells; TEAD-Gal4/YAP UAS-luciferase luminescence; inhibition, % at 9.12 µM; hit rate 1.4% among 640,000; AID 1259422, 2018; in the data active means inhibition above about 32%;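 further: 0% = median of test compound wells and 100% = reference inhibitor wells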
Starred values were filed as active, the others as inactive. This is a random part of the collection (roughly 3.5% active in at least one column).

For CCN1C(=O)/C(=C/C=C2/Sc3ccccc3N2CC)SC1=Nc1ccc2ncccc2c1 the results were MITF primary -0.5, GPR151 ag -0.8, FBW7 activator 0.0 and TEAD-YAP inh -1.8.
Cc1ccc(S(=O)(=O)N2CCC(C(=O)N3CCCC(C(F)(F)F)C3)CC2)cc1 (stereo not given) was read as MITF primary -18.6, GPR151 ag -0.6, FBW7 activator -0.3 and TEAD-YAP inh 4.3.
Screening CC(=O)OC(OC(C)=O)C12C=CC(O1)C1C(=O)N(c3ccc(Br)cc3[N+](=O)[O-])C(=O)C12 (stereo not given) returned MITF primary 21.6, GPR151 ag 0.0, FBW7 activator 0.3 and TEAD-YAP inh 4.1.
Screening CCOC(=O)c1sc2nc(SCC#N)n(Cc3ccc4c(c3)OCO4)c(=O)c2c1C returned MITF primary -2.4, GPR151 ag 0.4, FBW7 activator -0.1 and TEAD-YAP inh -6.6.
Screening CN(CCc1ccccc1)C(=O)c1ccc2c(c1)CC(c1nc3ccc(-c4ccnc(N)n4)cc3[nH]1)CO2 (stereo not given) returned MITF primary -14.3, GPR151 ag 2.0, FBW7 activator 0.0 and TEAD-YAP inh 73.3*.
`Cc1ccc(NC(=O)c2ccc(F)c(S(=O)(=O)N3CCc4ccccc4C3)c2)cc1F` gave MITF primary -7.4, GPR151 ag -0.7, FBW7 activator -0.1 and TEAD-YAP inh 0.8.
`O=C(/C=C/c1ccccc1)Nc1nnc(SCC(=O)NC2CC2)s1` gave MITF primary 10.4, GPR151 ag -1.2, FBW7 activator 0.2 and TEAD-YAP inh 12.4.
For O=C(NN1C(=O)C2C3C=CC(C3)C2C1=O)c1cc2ccccc2cc1O (stereo not given) the results were MITF primary -11.2, GPR151 ag -0.3, FBW7 activator 0.0 and TEAD-YAP inh -0.1.
For N#Cc1c(NC(=O)CCc2ccccc2)sc2c1CCC2 the results were MITF primary -5.1, GPR151 ag 0.9, FBW7 activator 0.0 and TEAD-YAP inh 39.5*.
`Cn1c(=O)c2c(nc(N)n2C)n(C)c1=O` gave MITF primary 2.5, GPR151 ag 0.0, FBW7 activator 0.0 and TEAD-YAP inh 1.3.
`Cc1ccccc1NCC(=O)N/N=C\c1cc([N+](=O)[O-])cc(Br)c1O` gave MITF primary -7.0, GPR151 ag 1.9, FBW7 activator -0.3 and TEAD-YAP inh -2.3.
Screening O=C(Nn1c(C2CCC2)nc2ccccc2c1=O)c1cccc(F)c1 returned MITF primary -3.1, GPR151 ag -0.3, FBW7 activator 0.0 and TEAD-YAP inh 4.1.
`NNC(=O)CCN1CCCCCC1` gave MITF primary 11.5, GPR151 ag -0.3, FBW7 activator 0.1 and TEAD-YAP inh 8.2.
COc1ccc(Br)cc1C(=O)Nc1cccc(-c2nc3ncccc3o2)c1 was read as MITF primary 0.2, GPR151 ag -0.6, FBW7 activator 0.2 and TEAD-YAP inh 7.2.
Cc1ccc(C2=N/C(=C\c3ccc(Cl)cc3Cl)C(=O)O2)cc1 was read as MITF primary 7.1, GPR151 ag 1.8, FBW7 activator 0.1 and TEAD-YAP inh 14.3.
For COc1ccc(CN2CCCN(Cc3ccc(OC)cc3)C2c2cccc(C(F)(F)F)c2)cc1 the results were MITF primary 1.7, GPR151 ag 2.9, FBW7 activator -0.1 and TEAD-YAP inh 0.9.
OC(COc1ccccc1CNCCN1CCCCC1)CN1CCc2ccccc2C1 (stereo not given) was read as MITF primary -16.9, GPR151 ag -1.1, FBW7 activator 0.1 and TEAD-YAP inh 2.8.
Screening CCOc1ccccc1C(=O)NCCCC(=O)O returned MITF primary -10.2, GPR151 ag -1.8, FBW7 activator 0.1 and TEAD-YAP inh -4.6.
For Cn1c(Cc2cccs2)nnc1SCC(=O)Nc1ccccc1 the results were MITF primary 6.1, GPR151 ag -1.1, FBW7 activator -0.2 and TEAD-YAP inh -11.6.
Screening O=C(Nc1onc2c1CCCC2)C(c1ccccc1)c1ccccc1 returned MITF primary 1.8, GPR151 ag 0.3, FBW7 activator 0.1 and TEAD-YAP inh -4.7.
Screening Cc1ccc(/C=N\NC(=O)C(CCC(C)C)C(=O)N/N=C\c2ccc(C)o2)o1 returned MITF primary 1.4, GPR151 ag 0.2, FBW7 activator 0.0 and TEAD-YAP inh -3.3.
Cc1ccsc1CN1CCc2c(nc(N3CCOCC3)[nH]c2=O)C1 was read as MITF primary -10.9, GPR151 ag -0.1, FBW7 activator 0.1 and TEAD-YAP inh 9.2.
For Cc1ccc(CNc2cc(-c3nn4c(C)nnc4s3)ccc2C)s1 the results were MITF primary 0.7, GPR151 ag -1.2, FBW7 activator -0.1 and TEAD-YAP inh -3.4.
`COc1ccc(CCNC(=O)c2cnc(N3CCc4ccccc4C3)s2)cc1` gave MITF primary 8.1, GPR151 ag 1.0, FBW7 activator -0.1 and TEAD-YAP inh -3.6.
Screening Cc1nc2nc[nH]n2c(=O)c1NS(=O)(=O)c1ccc(F)cc1 returned MITF primary 42.8, GPR151 ag -0.3, FBW7 activator 0.0 and TEAD-YAP inh 1.6.
For CCCc1[nH]nc2c1C(c1cc(OC)c(OC)cc1OC)C(C#N)=C(N)O2 (stereo not given) the results were MITF primary 15.8, GPR151 ag 0.9, FBW7 activator 0.2 and TEAD-YAP inh 0.6.
For Oc1ccc(Nc2nccn3c(-c4ccc5ccccc5c4)cnc23)cc1 the results were MITF primary 9.9, GPR151 ag 0.3, FBW7 activator 0.2 and TEAD-YAP inh 1.2.
`Cc1ccccc1C(=O)NNC(=O)c1ccc([N+](=O)[O-])cc1` gave MITF primary 3.9, GPR151 ag 3.2, FBW7 activator -0.1 and TEAD-YAP inh -3.7.
CS(=O)(=O)c1nc(N2CCOCC2)c2sccc2n1 was read as MITF primary 0.6, GPR151 ag -1.3, FBW7 activator 0.0 and TEAD-YAP inh -6.4.
Screening COC(=O)c1ccc2c(=O)n(-c3ccccc3N)c(=S)[nH]c2c1 returned MITF primary -3.0, GPR151 ag 0.3, FBW7 activator 0.2 and TEAD-YAP inh 7.4.
`O=[N+]([O-])c1cccc(C2NCCc3c2[nH]c2ccccc32)c1` (stereo not given) gave MITF primary 2.0, GPR151 ag 0.7, FBW7 activator 0.0 and TEAD-YAP inh 3.4.
CCc1ccc(NC(=S)N(CCN2CCCCCC2)Cc2ccco2)cc1 was read as MITF primary 19.6, GPR151 ag -2.1, FBW7 activator 0.2 and TEAD-YAP inh -5.2.
`c1ccc(Nc2nc(Nc3ccc(N4CCOCC4)cc3)nc3nc[nH]c23)cc1` gave MITF primary 4.9, GPR151 ag 0.8, FBW7 activator 0.1 and TEAD-YAP inh 24.1.
For C/C(CC(=O)Nc1cccc2c1CCCC2)=N\NC(=O)c1cccc([N+](=O)[O-])c1 the results were MITF primary 11.7, GPR151 ag 0.7, FBW7 activator -0.1 and TEAD-YAP inh 4.0.
C=CCNC(=O)c1cncc(Br)c1 was read as MITF primary 16.0, GPR151 ag -1.2, FBW7 activator -0.1 and TEAD-YAP inh -5.0.
Screening COc1ccccc1C(=O)NCC(=O)OCc1cc(=O)oc2c(C)c(C)ccc12 returned MITF primary 6.1, GPR151 ag -0.4, FBW7 activator 0.0 and TEAD-YAP inh -3.1.
O=C(Cc1c(F)ccc(F)c1F)NCC1CCC2(CCN(Cc3ccncc3)CC2)O1 (stereo not given) was read as MITF primary -8.2, GPR151 ag 4.2, FBW7 activator 0.0 and TEAD-YAP inh -2.4.
Screening COc1ccc(CC(=O)Nc2ccccc2Br)cc1OC returned MITF primary -5.3, GPR151 ag 1.6, FBW7 activator -0.1 and TEAD-YAP inh -6.1.
COc1ccc(OC)c(C2C(C(=O)OC3CCCC3)=C(C)NC3=C2C(=O)CC(C)(C)C3)c1 (stereo not given) was read as MITF primary 11.5, GPR151 ag 1.0, FBW7 activator 0.4 and TEAD-YAP inh 1.2.
`COc1cc(C2C3=C(Nc4ncnn42)c2ccccc2CC3)cc(OC)c1OC` (stereo not given) gave MITF primary 12.8, GPR151 ag 0.6, FBW7 activator 0.2 and TEAD-YAP inh 68.2*.
Screening CC(NC(=O)c1ccccc1)C(c1cccs1)N1CCOCC1 (stereo not given) returned MITF primary -3.3, GPR151 ag -0.4, FBW7 activator 0.1 and TEAD-YAP inh -8.0.
COc1cc(/C=C2/C=C(c3ccc(C)cc3)OC2=O)ccc1O was read as MITF primary 7.7, GPR151 ag -1.5, FBW7 activator 0.0 and TEAD-YAP inh 64.9*.
`O=C(NC(=S)Nc1ccc(C(F)(F)F)cc1)c1ccccc1` gave MITF primary 2.2, GPR151 ag 0.4, FBW7 activator 0.1 and TEAD-YAP inh -29.2.
Cc1noc(C)c1S(=O)(=O)Nc1ccc(C(F)(F)F)cc1 was read as MITF primary 14.0, GPR151 ag 1.1, FBW7 activator 0.1 and TEAD-YAP inh 7.3.
For Nc1ccc(C(=O)c2ccccc2)cc1[N+](=O)[O-] the results were MITF primary 13.1, GPR151 ag -0.6, FBW7 activator 0.3 and TEAD-YAP inh -4.5.
Screening C=C(C)C(=O)Oc1ccc(N2C(=O)c3ccccc3C2=O)cc1 returned MITF primary -10.0, GPR151 ag 0.1, FBW7 activator 0.1 and TEAD-YAP inh -7.3.
For CN(C)c1ccc(/C=N/Nc2nc3c(=O)[nH]c(N)nc3n2C2OC(CO)C(O)C2O)cc1 (stereo not given) the results were MITF primary -4.5, GPR151 ag 0.0, FBW7 activator 0.0 and TEAD-YAP inh -1.2.
O=C1Nc2cc(C(=O)N3CCCC3)ccc2NC1CS(=O)(=O)Cc1ccc(F)cc1 (stereo not given) was read as MITF primary -7.8, GPR151 ag -0.9, FBW7 activator -0.1 and TEAD-YAP inh 2.1.
For COc1cccc(NC(=S)NCCN(C)C)c1 the results were MITF primary -1.0, GPR151 ag -1.2, FBW7 activator -0.1 and TEAD-YAP inh -19.3.
`CCOC(=O)C1=C(C)NC2=C(C(=O)CC(c3ccccc3)C2)C1c1cc(Cl)c(O)c(OC)c1` (stereo not given) gave MITF primary 0.5, GPR151 ag 0.0, FBW7 activator 0.1 and TEAD-YAP inh 16.5.
`O=C(O)c1ccc(NS(=O)(=O)c2ccccc2C(F)(F)F)cc1` gave MITF primary 4.3, GPR151 ag 0.6, FBW7 activator 0.1 and TEAD-YAP inh 10.9.
OCCN(CCO)Cc1c(F)cccc1F was read as MITF primary 14.6, GPR151 ag -0.3, FBW7 activator 0.5 and TEAD-YAP inh 12.6.
`Cc1cc(SCCC(=O)O)nc2c(C)cccc12` gave MITF primary -10.4, GPR151 ag 0.7, FBW7 activator 0.1 and TEAD-YAP inh 3.9.
Screening Cc1ccc(Cn2c(C)c3cnn(CC(=O)NC(C)c4ccccc4)c(=O)c3c2C)cc1 (stereo not given) returned MITF primary 4.7, GPR151 ag 0.6, FBW7 activator -0.3 and TEAD-YAP inh -1.2.
COc1cccc(OC)c1C(=O)Nc1c2c(nn1-c1ccccc1C)CS(=O)C2 (stereo not given) was read as MITF primary 11.5, GPR151 ag -0.5, FBW7 activator -0.1 and TEAD-YAP inh 4.3.
Screening O=C(Nc1cccc2ccccc12)c1cc2nc(-c3ccc(Br)cc3)cc(C(F)(F)F)n2n1 returned MITF primary 11.2, GPR151 ag 0.4, FBW7 activator 0.0 and TEAD-YAP inh -0.8.
For Clc1nc(CN2CCOCC2)nc2scc(-c3cccs3)c12 the results were MITF primary -18.5, GPR151 ag -0.4, FBW7 activator 0.1 and TEAD-YAP inh 6.8.
For Nc1nnc(SCC(=O)NC(=O)NCc2ccccc2)s1 the results were MITF primary 7.5, GPR151 ag -0.8, FBW7 activator -0.1 and TEAD-YAP inh -8.1.
Screening COc1cc(OC)cc(C(=O)NC2CCCC2)c1 returned MITF primary 1.9, GPR151 ag 0.5, FBW7 activator 0.2 and TEAD-YAP inh 4.2.
Cc1ccc(NC(=O)c2ccoc2C)nc1 was read as MITF primary 6.5, GPR151 ag -7.5, FBW7 activator -0.3 and TEAD-YAP inh -37.9.

Among those listed so far, 8 contain a thiophene ring, fused or not:
Screening CCOC(=O)c1sc2nc(SCC#N)n(Cc3ccc4c(c3)OCO4)c(=O)c2c1C returned MITF primary -2.4, GPR151 ag 0.4, FBW7 activator -0.1 and TEAD-YAP inh -6.6.
For N#Cc1c(NC(=O)CCc2ccccc2)sc2c1CCC2 the results were MITF primary -5.1, GPR151 ag 0.9, FBW7 activator 0.0 and TEAD-YAP inh 39.5*.
For Cn1c(Cc2cccs2)nnc1SCC(=O)Nc1ccccc1 the results were MITF primary 6.1, GPR151 ag -1.1, FBW7 activator -0.2 and TEAD-YAP inh -11.6.
Cc1ccsc1CN1CCc2c(nc(N3CCOCC3)[nH]c2=O)C1 was read as MITF primary -10.9, GPR151 ag -0.1, FBW7 activator 0.1 and TEAD-YAP inh 9.2.
For Cc1ccc(CNc2cc(-c3nn4c(C)nnc4s3)ccc2C)s1 the results were MITF primary 0.7, GPR151 ag -1.2, FBW7 activator -0.1 and TEAD-YAP inh -3.4.
CS(=O)(=O)c1nc(N2CCOCC2)c2sccc2n1 was read as MITF primary 0.6, GPR151 ag -1.3, FBW7 activator 0.0 and TEAD-YAP inh -6.4.
Screening CC(NC(=O)c1ccccc1)C(c1cccs1)N1CCOCC1 (stereo not given) returned MITF primary -3.3, GPR151 ag -0.4, FBW7 activator 0.1 and TEAD-YAP inh -8.0.
For Clc1nc(CN2CCOCC2)nc2scc(-c3cccs3)c12 the results were MITF primary -18.5, GPR151 ag -0.4, FBW7 activator 0.1 and TEAD-YAP inh 6.8.
